Assay outcomes as filed in PubChem.
MBD2 inh: blocks human MBD2 binding to methylated DNA; Q9UBB5; TR-FRET, MBD2 binding to methylated oligonucleotide; inhibition, % at 4.4 µM; 370,000 tested, 0.31% active; AID 686964; in the data active means inhibition above about 13%
hgDAF12 agonist: agonists of H. glycines DAF-12 nuclear receptor; HEK293 GAL4-hgDAF12 UAS-luciferase reporter, agonist luminescence; normalized to butyrate control; activation, % at 6.8 µM; 370,000 tested, 1.8% active;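 active means activation above a cutoff set at the mean of all screened compounds plus 3 SD, cut at about 10% in these data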;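 further: 0% = DMSO wells and 100% = sodium butyrate wells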
PLCb3 inh: inhibitors of human phospholipase C beta3; Q01970; Purified PLC-beta3, fluorogenic substrate, fluorescence; inhibition, % at 12.2 µM; 370,000 tested, 0.18% active; in the data active means inhibition above about 11%;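 further: 0% = median of compound wells on plate and 100% = full blocker control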
ADAM17 inh: ADAM17 inhibition, QFRET primary screen | inhibition, % at 6.95 µM | P78536 | 370,000 tested, 0.83% active | recombinant ADAM17, EDANS/DABCYL FRET peptide cleavage;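 active means inhibition above the mean of compounds lying between control limits plus 3 SD, set per campaign, cut at about 8.5% in these data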;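 further: 0% = DMSO-only wells as the low control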
Target sequence (P78536 215-824 limits assumed): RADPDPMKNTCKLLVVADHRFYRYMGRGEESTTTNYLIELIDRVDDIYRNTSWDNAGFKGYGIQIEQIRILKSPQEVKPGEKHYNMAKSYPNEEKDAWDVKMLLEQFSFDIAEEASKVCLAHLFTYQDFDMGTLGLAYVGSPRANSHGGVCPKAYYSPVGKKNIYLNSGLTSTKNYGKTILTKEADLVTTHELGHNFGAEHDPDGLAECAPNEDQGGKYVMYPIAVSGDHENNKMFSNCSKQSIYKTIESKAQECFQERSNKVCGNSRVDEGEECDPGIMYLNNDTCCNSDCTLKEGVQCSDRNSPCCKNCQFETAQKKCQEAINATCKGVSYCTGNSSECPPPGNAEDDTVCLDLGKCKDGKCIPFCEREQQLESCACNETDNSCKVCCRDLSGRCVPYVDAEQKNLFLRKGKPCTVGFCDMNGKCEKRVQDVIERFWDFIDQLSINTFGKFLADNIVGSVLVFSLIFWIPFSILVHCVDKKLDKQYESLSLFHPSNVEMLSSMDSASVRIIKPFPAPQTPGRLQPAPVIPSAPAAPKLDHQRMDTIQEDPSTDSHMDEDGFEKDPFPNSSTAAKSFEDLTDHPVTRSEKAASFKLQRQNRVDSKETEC
SMARCA2 act: increases SMARCA2 function in MMTV reporter cells; 370,000 tested, 1% active; MG213 cells, MMTV-luciferase reporter, dexamethasone, overnight; activation, % at 9.1 µM; in the data active means activation above about 7.8%;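 further: 0% = vehicle wells and 100% = reference activator wells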
Rev-erbA mod: modulates human Rev-erb alpha binding to DNA; activity, % at 10 µM; P20393; AID 1259318; Rev-erbα–FITC-DNA binding, fluorescence polarization, 90 min; 370,000 tested, 0.79% active;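 active means activity above about 14%, limit read from the data; passing the limit was not always enough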;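 further: 0% = DMSO wells with 35 nM protein and 100% = DMSO wells with 750 nM protein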
hcDAF-12 act: activates DAF-12 receptor from parasite H. contortus | activation, % at 6.8 µM | AID 652067 | HEK293 hcDAF-12 lit1-tk-luc reporter, luminescence; 0% DMSO, 100% Δ7-dafachronic acid | 370,000 tested, 1.4% active;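 active means activation above the mean of all tested compounds plus 3 SD, cut at about 5.5% in these data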;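 further: 100% = response to 3 µM Δ7-dafachronic acid high control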
ssDAF-12 act: activators of S. stercoralis DAF-12 nuclear receptor. HEK293 ssDAF-12/GRIP1 lit1-tk-luc reporter, luminescence; % of 3 µM dafachronic acid response. activation, % at 6.8 µM. 370,000 tested, 1% active;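 active means activation above the mean over all tested compounds plus 3 SD, cut at about 0.9% in these data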;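 further: 0% = DMSO-only wells and 100% = 3 µM delta7-dafachronic acid wells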
DAX1 inh-1: blocks DAX1 repression of SF-1 activated StAR promoter; AID 652010; HEK293T StAR-luciferase reporter, SF-1/DAX-1 repression relief; 370,000 tested, 1.1% active; inhibition, % at 6.8 µM;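 active means inhibition above the mean over all tested compounds plus 3 SD, cut at about 3.6% in these data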;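 further: 0% = DAX-1 cells with DMSO and 100% = cells lacking DAX-1 with DMSO; higher inhibition means more luminescence from relief of DAX-1 repression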
DAX1 inh-2: inhibitors of human orphan nuclear receptor DAX1 (NR0B1). AID 504766. P51843. inhibition, % at 6.75 µM. 340,000 tested, 0.99% active. HEK293 Gal4-DAX1 luciferase reporter, luminescence;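 active means inhibition above the mean over all tested compounds plus 3 SD, cut at about 4.2% in these data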;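 further: 0% = DAX1-transfected cells with DMSO and 100% = empty-vector control cells with DMSO; inhibition shows as a rise in luminescence from relieved DAX1 repression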
Target sequence (P51843 207-470 limits assumed): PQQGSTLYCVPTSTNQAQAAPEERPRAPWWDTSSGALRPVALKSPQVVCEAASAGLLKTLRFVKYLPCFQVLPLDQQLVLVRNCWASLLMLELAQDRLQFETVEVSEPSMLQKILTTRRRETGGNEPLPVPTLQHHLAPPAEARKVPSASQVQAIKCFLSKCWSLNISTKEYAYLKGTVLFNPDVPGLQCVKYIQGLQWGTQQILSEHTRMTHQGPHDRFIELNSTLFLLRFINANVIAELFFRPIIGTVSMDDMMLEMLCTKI
PLCg1 inh: inhibitors of human phospholipase C gamma1 | purified PLC-gamma1, fluorogenic substrate, fluorescence | inhibition, % at 12.2 µM | 370,000 tested, 0.84% active | AID 720700; in the data active means inhibition above about 9.5%
* hit, by the source's call; i = inactive; / = no result given.

SMILES	MBD2 inh	hgDAF12 agonist	PLCb3 inh	ADAM17 inh	SMARCA2 act	Rev-erbA mod	hcDAF-12 act	ssDAF-12 act	DAX1 inh-1	DAX1 inh-2	PLCg1 inh
COc1ccc(OC)c(S(=O)(=O)N2CCN(C34CC5CC(CC(C5)C3)C4)CC2)c1	1	-0.9	1	7	-4	-3	2.3	-1.1	1.0	-0.2	-1
COc1cccc(/C=N/Nc2ccccc2C(=O)O)c1O	1	9.1	-12	0	5	2	7.8*	1.4*	2.7	5.0*	-7
O=C1CCC(Cc2ccccc2)N1 (stereo not given)	3	2.8	3	-6	-1	-2	-0.4	-0.9	-0.2	-0.5	-1
CC1CC(C)CN(C(=O)COC(=O)c2ccc(N3CCCC3=O)cc2)C1 (stereo not given)	-6	0.3	-4	0	2	1	-1.3	-0.7	-0.6	0.4	0
CC1CCCCN1C(=O)c1ccc(C(=O)N2CCCCC2C)cc1 (stereo not given)	0	0.4	2	-4	0	0	-0.5	-1.3	-0.3	2.5	4
CCOc1cccc2cc(C(=O)NCc3ccc(F)cc3)c(=N)oc12	-4	-1.4	-7	0	1	6	-0.8	-0.4	0.4	0.3	-3
CCCc1cc(C(=O)NCC(C)C)no1	-3	3.1	3	-2	2	-5	1.7	-0.4	1.9	2.3	-2
Cc1cccc(NC(=O)c2ccc(CN3CCc4ccccc4C3)cc2)c1C	-4	-0.8	3	0	0	3	-2.7	-1.9	-1.2	-0.3	1
CC1CCCN(CCSc2ccc(Cl)cc2)C1 (stereo not given)	0	5.2	-1	1	-1	3	-0.8	-0.8	0.5	0.1	-1
CC(=O)c1ccc(NS(=O)(=O)c2ccc(C)cc2)cc1	0	-1.1	0	-3	-4	-3	-1.2	-0.2	0.2	-0.6	-1
CC1=C([N+](=O)[O-])C(c2cccc(Br)c2)C2=C(N1)c1ccccc1C2=O (stereo not given)	0	0.6	-2	3	2	-1	3.5	0.5	1.0	-1.4	2
CN1CCN(c2ccc(-c3cccc4nccn34)cn2)CC1	-1	5.2	i	i	4	5	-0.5	-0.1	-0.2	/	i
COc1cccc(C2c3[nH]c4ccccc4c3C[C@H]3C(=O)N(CCCOC(C)C)CC(=O)N23)c1 (stereo not given in full)	-1	0.2	-8	-3	-2	-3	0.0	-0.7	-0.2	0.0	-4
O=C(NCCN1CCN(Cc2ccccc2)CC1)C1c2ccccc2C(=O)N2CCc3ccccc3C12 (stereo not given)	0	0.8	0	0	-3	-1	-1.5	-1.0	-0.3	1.3	5
O=C(Cc1ccccc1F)Nc1cc(S(=O)(=O)N2CCOCC2)ccc1N1CCCC1	7	-2.1	-5	-2	-2	6	-1.2	-0.8	-1.5	/	3
O=C1C2CCCN2C(=O)N1CCCCN1CCN(c2ccccc2)CC1 (stereo not given)	7	-2.6	-2	-4	-2	-1	0.3	0.0	-0.5	-0.9	-2
CC(=O)C1=C(O)C(=O)N(CCCO)C1c1ccccc1 (stereo not given)	0	-2.0	-1	-1	-3	-1	0.2	-1.6	1.1	1.1	-2
COc1ccc(CCN2C(=NC(C)=O)SC3CS(=O)(=O)CC32)cc1OC (stereo not given)	-11	2.1	-6	-1	1	4	-0.6	-1.4	0.7	-0.1	1
CCNC(=O)C(=O)Nc1cc2c3c(c1)CCC(=O)N3CCC2	-1	0.8	-7	-5	-1	-3	0.5	-1.0	0.4	1.0	-3
CCOC(=O)C1CCN(C(=O)Nc2ccc(Cl)cc2)CC1	0	0.1	1	-6	-3	-1	-0.5	-1.4	-0.3	-0.9	0
Clc1nc(NCCN2CCOCC2)nc(NCc2ccccc2)n1	-3	-0.8	5	-1	4	-4	-1.1	-1.4	-0.5	0.2	4
COc1cc(CNC(=O)c2cc(C(=O)NCc3cc(OC)cc(OC)c3)n(C)n2)cc(OC)c1	-4	-0.3	1	2	-3	-3	-1.1	-1.0	-1.3	-0.1	-2
O=C(N[C@@H]1CC[C@@H](CCNS(=O)(=O)c2ccc(Cl)cc2)O[C@@H]1CO)c1cccnc1	1	-1.8	-3	-7	1	5	1.3	-0.5	-0.8	/	0
COc1ccc2c(C)c(C)c(=O)oc2c1OC	2	-2.6	i	-78	-1	-4	-2.1	-1.7	-0.7	2.2	-436
O=C(OCC#CCSc1nnc(-c2ccncc2)o1)c1sc2ccccc2c1Cl	-1	0.1	4	-1	2	15	0.1	-0.1	-0.1	0.4	7
COc1ccccc1NC(=O)c1c(C)nn(-c2ccccc2)c1Cl	-3	-0.5	-7	0	1	2	2.9	-1.6	-0.9	-0.6	3
O=C(NCC1CCCO1)c1cccc(Oc2ccccc2)c1 (stereo not given)	2	7.0	-8	-1	6	-3	2.1	-0.8	2.6	0.3	-3
COc1cccc(N2CCN(CC(=O)NCc3c(F)cccc3F)CC2)c1	0	-2.2	-3	-3	-3	-6	-0.6	-1.1	-0.5	/	-7
CCn1ccc(=N)cc1	-2	-1.3	-2	-6	-3	6	0.9	-0.1	-0.3	-0.3	-2
O=C(C[N+]1(CC#Cc2ccccc2)CCOCC1)c1ccc(Cl)cc1	1	-1.3	-18	-4	0	5	0.5	0.3	-0.1	-1.0	-5
COCCOC(=O)c1c(C)nc(SCC(=O)Nc2cccc3ccccc23)c(C#N)c1-c1ccco1	1	1.1	-2	-6	-4	14	-0.8	-0.5	0.4	2.3	3
NC(=S)NNC(=O)Nc1ccc(Cl)c(Cl)c1	-3	2.9	5	0	-2	-1	-0.2	-1.1	-0.6	0.7	-2
Cc1ccc(-n2c(C)cc(C3=NNC(=NC4CC4)SC3)c2C)cc1C	0	7.7	-21	9.5*	0	-2	-0.3	-1.4	1.3	-0.9	-11
C=C1CCN([C@@H](CC(C)C)C(=O)NCc2ccc(OC)cc2)S(=O)(=O)c2ccccc21	2	-2.0	2	0	0	3	-1.8	-0.6	-0.2	-0.3	7
Oc1c(Br)cc(Br)cc1CNn1cnnc1	2	-0.5	-3	-1	1	-5	-1.3	-0.8	0.1	0.8	-2
O=C1CCCN1CCCn1cnc2c([nH]c3ccc(F)cc32)c1=O	5	0.4	-4	-18	1	-4	-0.5	-0.8	0.2	-0.3	0

Given with two lines to a compound: part of the list above
Each structure is followed by: MBD2 inh	hgDAF12 agonist	PLCb3 inh	ADAM17 inh	SMARCA2 act	Rev-erbA mod	hcDAF-12 act	ssDAF-12 act	DAX1 inh-1	DAX1 inh-2	PLCg1 inh
- CCn1ccc(=N)cc1
  -2	-1.3	-2	-6	-3	6	0.9	-0.1	-0.3	-0.3	-2
- O=C(C[N+]1(CC#Cc2ccccc2)CCOCC1)c1ccc(Cl)cc1
  1	-1.3	-18	-4	0	5	0.5	0.3	-0.1	-1.0	-5
- COCCOC(=O)c1c(C)nc(SCC(=O)Nc2cccc3ccccc23)c(C#N)c1-c1ccco1
  1	1.1	-2	-6	-4	14	-0.8	-0.5	0.4	2.3	3

(listing goes on)
SMILES	MBD2 inh	hgDAF12 agonist	PLCb3 inh	ADAM17 inh	SMARCA2 act	Rev-erbA mod	hcDAF-12 act	ssDAF-12 act	DAX1 inh-1	DAX1 inh-2	PLCg1 inh
O=C(C1CCCN(S(=O)(=O)c2ccc(F)cc2)C1)N1CCN(Cc2ccccc2)CC1 (stereo not given)	-5	-0.9	4	-1	1	-5	0.8	-2.0	-2.0	/	1
COc1ccc(NC(=O)C(c2ccccc2)N2CCN(c3ccccn3)CC2)cc1Cl (stereo not given)	-4	1.6	0	3	-1	0	5.0	-1.0	0.6	0.3	7
COC(=O)c1ccc(CSc2nc3ccccc3o2)cc1	-4	9.6	1	4	8	-2	2.0	0.7	2.5	-1.2	0
Cc1cc(C)n2nc(SCC(=O)N3CCC(C(=O)O)CC3)nc2n1	3	-2.1	11*	3	-5	-3	-1.8	-0.6	-2.3	0.8	9
Cc1ccc2c(c1)N(CC(=O)N1CCCc3ccccc31)C(=O)CO2	6	-1.2	-1	-5	-2	-1	-0.9	-0.5	0.0	-0.5	2
Cc1cccc(CN2CCCC(C(=O)c3ccc4c5c(cccc35)CC4)C2)n1 (stereo not given)	4	0.0	-249	-76	-4	0	-1.9	-2.1	-1.4	-1.5	-165
CC(NCc1ccccc1O)C12CC3CC(CC(C3)C1)C2 (stereo not given)	5	-3.0	-1	-5	-4	8	-0.5	-1.1	0.3	0.0	0
Cc1ccnc(NC(=O)c2ccc(COc3c(F)c(F)cc(F)c3F)o2)c1	6	-0.7	-7	-1	-1	-2	-2.5	-1.3	0.2	1.0	-6
CN(C)c1cccc2c1c(NC(=O)c1ccc(Cl)cc1)nn2C	2	-1.3	-6	-4	-3	-2	3.6	0.8	-1.0	5.7*	2
COc1ccc(CN(C)Cc2cc(=O)n3ccsc3n2)c(OC)c1OC	1	-2.8	-16	-11	-1	7	2.5	-1.9	-0.3	-0.8	-7
NC(=O)C1CCN(C(=O)Cc2ccc(-c3ccccc3)cc2)CC1	-1	0.0	-23	-5	-1	2	-0.5	-0.9	0.1	0.8	-12
CN(C)N1C(N)=C(C#N)C(c2ccccc2Cl)C2=C1CCCC2=O (stereo not given)	2	-0.2	-21	-2	-2	0	-2.1	-1.4	0.2	0.7	-7
CCOc1cc(/C=C2/NC(=O)N(CC(=O)Nc3cccc(C)c3)C2=O)ccc1OCC(N)=O	1	-2.1	-43	-15	-3	0	-1.4	0.4	0.1	-1.2	-39
CS(=O)(=O)N(CC(=O)NC1CCCC1)Cc1ccc(F)cc1	2	-0.6	4	4	1	3	-2.0	-1.3	-0.6	0.2	4
O=C(/C=C/c1ccc2c(c1)OCO2)NCc1ccc(F)cc1	5	-0.6	-25	-34	-5	-1	-1.0	-1.4	-0.1	-0.6	-26
CCOC(=O)c1c(N2C(=O)C3C4C=CC(O4)C3C2=O)sc2c1CCCC2 (stereo not given)	3	-2.3	-3	-6	1	-4	-1.3	-1.2	-0.9	-1.8	0
CC(C)n1cnnc1SCC(=O)NC(=O)c1ccccc1	1	0.6	-2	-1	-3	2	1.2	-1.2	1.1	-0.9	2
Fc1ccc(COc2ccc(Br)cc2CNCc2ccncc2)cc1	5	-4.0	-1	-3	-4	-2	-1.8	-1.7	-1.3	0.7	1
CCOC(=O)c1nn(-c2ccccc2)c(=O)cc1OCC(=O)Nc1cc(C)ccc1C	-1	3.4	-3	-1	3	4	1.6	-0.1	0.3	-0.6	4
C(#CC1=CCCCC1)CNCc1ccccc1	2	-0.6	1	-1	-2	9	0.0	-1.2	-0.5	/	-1
CCc1cc2c(=O)n(-c3ccccc3)cnc2s1	2	3.9	0	-2	2	-5	1.2	-0.1	0.9	1.1	-1
COc1cccc(C2c3c(-c4ccccc4)n[nH]c3C(=O)N2c2ccc(C(=O)O)cc2)c1 (stereo not given)	3	0.4	0	-3	-2	-1	1.2	-1.4	0.1	-1.1	2
Cc1ccc(S(=O)(=O)NCC(=O)N2CCc3ccccc3C2)cc1	-2	2.2	-8	-5	-1	0	-0.1	-0.6	0.1	-0.4	0
COC(=O)c1sc(N)c(C(=O)OC)c1CSc1nnnn1C	-3	-1.0	0	2	0	-3	0.0	-1.0	0.1	-1.1	9.9*
Cc1cc(=O)oc2cc(NC(=O)CCC(=O)O)ccc12	3	-1.1	-175	-477	-2	-3	-1.9	-1.3	0.0	0.2	-131
